MT1-MMP txn act – MT1-MMP promoter reporter activation – cell-based, luciferase luminescence, primary screen; actives 0.16% (n = 86,000); activation factor at 10 µM; HT1080 MT1-MMP promoter luciferase reporter, overnight; active compounds read high; AID 750, 2007;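 active means activation factor of at least 2 for MT1-MMP transcription at 10 µM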
ERa coact pot – enhancers of ERα–SRC-1 coactivator binding, primary screen, biochemical, TR-FRET, ERα LBD, low estradiol; Estrogen receptor (Homo sapiens), P03372; TR-FRET ERalpha-LBD/SRC-Cy5 coactivator binding, 2 h; 100 = basal binding, no effect; AID 639, 2007; coactivator binding (% of control), % at 25.6 µM; actives 1.3% (n = 86,000); in the data active means activity above about 200%;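 further: binding measured in presence of low estradiol as agonist stimulus; 0% = peptide alone without receptor and 100% = receptor with peptide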
Target sequence (P03372 whole entry, looked up, the tested form may be a part): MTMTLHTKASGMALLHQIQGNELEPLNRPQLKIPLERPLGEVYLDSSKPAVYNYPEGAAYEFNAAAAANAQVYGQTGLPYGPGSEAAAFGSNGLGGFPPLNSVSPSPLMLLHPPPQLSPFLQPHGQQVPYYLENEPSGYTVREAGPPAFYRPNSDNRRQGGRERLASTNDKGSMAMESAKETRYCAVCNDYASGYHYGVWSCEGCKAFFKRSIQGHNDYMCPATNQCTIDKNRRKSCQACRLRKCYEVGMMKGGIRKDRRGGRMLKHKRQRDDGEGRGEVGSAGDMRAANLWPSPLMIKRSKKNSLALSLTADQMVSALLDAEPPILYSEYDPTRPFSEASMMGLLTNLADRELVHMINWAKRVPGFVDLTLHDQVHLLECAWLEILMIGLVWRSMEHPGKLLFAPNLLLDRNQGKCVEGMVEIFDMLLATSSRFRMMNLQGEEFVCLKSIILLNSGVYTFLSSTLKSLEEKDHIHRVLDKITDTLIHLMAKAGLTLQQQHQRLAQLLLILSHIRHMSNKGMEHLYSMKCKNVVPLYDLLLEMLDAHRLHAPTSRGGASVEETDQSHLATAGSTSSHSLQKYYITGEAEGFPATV
ERa SRC1 inh – ERα–SRC-1 coactivator interaction inhibitors, primary screen, biochemical, TR-FRET, ERα LBD, estradiol-bound; Estrogen receptor (Homo sapiens), P03372; TR-FRET ER-alpha LBD / SRC-1 peptide; inhibition, % at 25.6 µM; actives 1.7% (n = 86,000); AID 629, 2007; in the data active means inhibition above about 50%;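 further: 0% = receptor plus peptide control and 100% = peptide only without receptor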
CD11b adhes enh – enhancers of CD11b/CD18 adhesion to fibrinogen, primary screen, K562 cells, luminescence | ATPlite luminescence | actives 0.07% (n = 93,000) | AID 1499, 2009 | activation, % at 10 µM;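 active means 10 µM primary screen giving 50% or more activity, confirmed by 40% or more on retest at that dose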; further: strong numbers were not always called active; reference of the scale not given here
ERb SRC1 inh – inhibitors of ERβ-SRC1 coactivator interaction, primary screen, biochemical, TR-FRET, ERβ LBD, SRC-1 peptide | Estrogen receptor beta (Homo sapiens), Q92731 | TR-FRET ER-beta LBD / SRC1-Cy5 peptide binding; receptor agonist-loaded with 1 µM estradiol | inhibition, % at 25.6 µM | actives 1.3% (n = 86,000) | AID 633, 2007;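 active means compounds whose percent inhibition of the receptor-coactivator binding signal exceeds about 50% in the single-dose screen, limit read from the data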;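 further: 0% = receptor plus peptide wells without compound and 100% = peptide-only wells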
Target sequence (Q92731 whole entry, looked up, the tested form may be a part): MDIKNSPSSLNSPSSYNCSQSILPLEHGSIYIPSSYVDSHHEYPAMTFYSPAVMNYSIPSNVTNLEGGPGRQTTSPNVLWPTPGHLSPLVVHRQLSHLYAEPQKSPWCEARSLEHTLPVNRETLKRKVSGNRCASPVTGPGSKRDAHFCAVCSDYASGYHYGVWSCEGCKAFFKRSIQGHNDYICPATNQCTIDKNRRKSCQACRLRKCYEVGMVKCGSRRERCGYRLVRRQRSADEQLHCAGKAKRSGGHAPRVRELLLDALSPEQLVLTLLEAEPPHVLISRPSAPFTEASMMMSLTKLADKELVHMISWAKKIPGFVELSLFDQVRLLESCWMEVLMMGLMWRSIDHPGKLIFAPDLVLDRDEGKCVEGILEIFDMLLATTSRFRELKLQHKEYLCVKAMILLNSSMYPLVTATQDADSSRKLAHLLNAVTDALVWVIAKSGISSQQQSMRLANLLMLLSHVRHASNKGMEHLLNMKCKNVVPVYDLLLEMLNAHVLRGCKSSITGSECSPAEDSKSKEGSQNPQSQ
PLAP act – PLAP enzyme activators, biochemical, luminescence, HTS | purified PLAP enzyme, luminescent substrate read-out; active compounds read high | Alkaline phosphatase, placental type (Homo sapiens), P05187 | activation fold at 20 µM | actives 1.2% (n = 96,000); in the data active means activation fold above about 2
FAK inh – FAK kinase inhibitors, primary screen, biochemical. Focal adhesion kinase 1 (Homo sapiens), Q05397. biochemical FAK kinase activity assay. inhibition, %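 (tested at 7 µM)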. actives 0.84% (n = 97,000); in the data active means inhibition above about 19%;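 further: 0% = DMSO and 100% = reference compound high control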
Mac1 fbg inh – inhibitors of CD11b/CD18 adhesion to fibrinogen, primary screen, K562 cells, luminescence. ATPlite luminescence; Mn2+ added to activate the integrin. inhibition, % at 10 µM. actives 0.54% (n = 93,000);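 active means primary inhibition of 50% or more at 10 µM, then 40% or more on retest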; further: some results filed as inactive read as strong as hits
E coli WT exp – growth inhibitors of wild-type E. coli, primary screen, strain BW25113, expanded library, OD600; OD600 absorbance; growth inhibition, % at 100 µM; actives 0.15% (n = 98,000);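 active means growth inhibition above about 50% at one test dose, limit read from the data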;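 further: growth measured after 20 h incubation at 37 °C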
Starred values were filed as active, the others as inactive; x = not tested or not shown; [ ] = another dose, or the depositor's remark.

Results follow in this order: MT1-MMP txn act	ERa coact pot	ERa SRC1 inh	CD11b adhes enh	ERb SRC1 inh	PLAP act	FAK inh	Mac1 fbg inh	E coli WT exp
- Cc1cc(C)n(C(=O)CCN2C(=O)c3ccccc3C2=O)n1
 : 1.2	x	x	-3	x	0.9	0	-11	1
- O=C(Cc1ccccc1)NC1CCN(S(=O)(=O)c2ccc(C(=O)O)cc2)CC1
 : 1.1	85	-6	x	-6	0.9	-5	x	5
- CCN(CC)C(=O)c1ccc(C(=O)c2ccccc2)cc1
 : 1.2	86[fluorescence artefact?]	-5	3	-14	0.9	-2	-36	-6
- CCN(CC)CCC(=O)NC(C)(C)Cc1ccc(O)cc1
 : 1.1	x	x	0	x	1.1	5	-9	4
- COc1ccc(CNc2nc(SCC(=O)NCc3ccco3)nc3ccccc23)cc1
 : 1.1	108	4	x	1	x	0	x	-6
- O=C(CSc1ncnc2c1oc1ccccc12)OCc1ccccc1
 : 1	109	13	4	13	1	-4	-3	-2
- CCOC(=O)c1c(C)n(C)c2ccc(OC(C)C(=O)OC)cc12 (stereo unspecified)
 : 1.1	113	-5	5	-3	0.9	1	7	1
- COc1ccc(C2=NN(C)C(=NCc3ccccc3)SC2)cc1
 : 1.3	101	-7	-6	-14	1.1	-2	-9	2
- CCOC(=O)c1c(CNCCN(CC)CC)n(C)c2cc(Br)c(OC)cc12
 : 1.2	106	-3	2	-8	1.7	2	16	-3
- O=C(NCC1CCCO1)c1ccc(NC(=O)C2CCCCC2C(=O)O)cc1 (stereo unspecified)
 : 1.2	114	-5	-1	-6	0.9	1	1	-3
- CCCCNC(=O)OCCNC(=O)Oc1cccc(C)c1
 : 1.2	108	1	-6	0	1.1	1	-10	0
- CC(C)C(=O)OCCN=C1NS(=O)(=O)c2ccccc21
 : x	102	-3	1	2	0.9	1	-34	1
- Cc1ccc(-n2c(COc3c(C)cccc3C)nnc2SCC(=O)Nc2nccs2)cc1
 : 1.1	117[fluorescence artefact?]	6[fluorescence artefact?]	-2	-5[fluorescence artefact?]	0.5	0	2	-6
- CN1c2cccc3cccc(c23)N(C)C1(C)C
 : 1.1	93[fluorescence artefact?]	7[fluorescence artefact?]	x	47[fluorescence artefact?]	1.3	4	x	12
- CCN(CC)S(=O)(=O)c1ccc(N2CCOCC2)c(NC(=O)C(=O)c2c(-c3ccccc3)cc3ccccn23)c1
 : 1.3	94	15	6	-6	1.4	-1	-1	-14
- COc1ccc(CC(C)N2CCN(Cc3ccccc3)CC2)c(OC)c1 (stereo unspecified)
 : 1.1	120	6[fluorescence artefact?]	-6	2[fluorescence artefact?]	1.1	2	5	3
- O=c1c2c(nc3nc(Cc4ccccc4)[nH]n13)CCC2
 : 1.2	117	-3	0	-2	1	-5	5	-2
- O=C(NCc1cccnc1)c1ccc(COc2ccccc2Br)o1
 : 1.1	102	2	2	-4	1.3	3	6	9
- Cc1cccc(-n2nc3c(c2NC(=O)CCC2CCCCC2)CS(=O)C3)c1C (stereo unspecified)
 : 1.2	95	21	x	23	x	x	x	3
- O=C(NCc1cccs1)c1cc(-c2ccccc2)on1
 : 1.1	111	4	14	5	0.9	2	-19	-10
- Cc1[nH]nc2c1C(c1cccc(OC(=O)N3CCOCC3)c1)C(C#N)=C(N)O2 (stereo unspecified)
 : 1.1	116	-1[fluorescence artefact?]	18	-1	1.2	2	-4	0
- O=C(C/C=N\OCc1c(Cl)cccc1Cl)Oc1ccc(Cl)cc1Cl
 : 1.2	98	-1[fluorescence artefact?]	-1	3[fluorescence artefact?]	0.9	3	-8	15
- CCOC(=O)N1CCC(NC(=O)C2CCN(Cc3nc(-c4ccc(CC)cc4)oc3C)CC2)CC1
 : 1.1	126[fluorescence artefact?]	1	x	-11	x	x	x	x
- CCOC(=O)C1CCCN(C(=O)CNC(=O)Cn2ccc3ccccc3c2=O)C1 (stereo unspecified)
 : 1.2	121[fluorescence artefact?]	4[fluorescence artefact?]	-3	0[fluorescence artefact?]	0.9	x	-2	-1
- CC1(C)c2ccccc2N2CCC(=O)NC21/C=C/c1ccco1 (stereo unspecified)
 : 1.1	126[fluorescence artefact?]	-15	-6	2	1.6	1	-5	3
- CC(C)CC(=O)N1CCN(C(=O)CCC2CCCC2)CC1
 : 1.2	102	-2	-1	-2	1	-1	-8	5
- O=C(Nc1ccc2c(c1)OCCO2)C1CCN(S(=O)(=O)c2ccc3c(c2)OCCO3)CC1
 : x	110[fluorescence artefact?]	-10	-4	3	1.1	-1	7	-10
- O=C(O)c1ccn(Cn2cnc3ccccc32)n1
 : 1.2	117	-5	-1	-6	1.1	-2	0	6
- O=c1cc(CSc2ccc(Cl)cc2)nc(N2CCOCC2)[nH]1
 : 1.3	112	6[fluorescence artefact?]	1	8[fluorescence artefact?]	1	-6	6	5
- N#Cc1c(NCCN)nc(-c2ccco2)c2c1CCCC2
 : 0.6	59	10	-4	5	1.1	4	-2	12
- O=C(Nc1ccc(Oc2ncccn2)cc1)c1ccco1
 : 1.1	104	27	x	32	x	-4	x	-1
- O=C(COC(=O)c1ccccc1Nc1ccccc1)NCc1ccco1
 : 1.2	103	-9	1	-2	0.8	10	-22	-10
- COc1ccc(NC(=O)c2cc(-c3ccc(OC)c(OC)c3)on2)cc1OC
 : 1.1	137	-6	29	-7	0.8	6	-12	-1
- CCn1cc(-c2nnnn2-c2ccc(Cl)cc2)c(=O)c2ccccc21
 : x	x	x	-1	x	1.1	-2	0	2
- CN1CCc2nc(NC(=O)c3cccc(OC(F)F)c3)sc2C1
 : 1.2	116	-2	-2	-6	1.2	-2	-50	2
- Cn1c(C(=O)OCC(=O)NCc2cccs2)cc2sccc21
 : 1.1	119	23	-1	34	0.7	-1	-3	-8
- Clc1ccc(Sc2ccc(/C=N/n3cnnc3)o2)cc1
 : 1.5	95	-6	6	2	1	-2	-12	4
- CCCCC(=O)Nc1ccc(C(=O)Nc2nc(CC(=O)OCC)cs2)cc1
 : 1.1	101	1[fluorescence artefact?]	1	-1	0.9	0	-7	-8
- Cc1ccc(C(=O)N2CC(C)OC(C)C2)c(Cl)c1 (stereo unspecified)
 : 1.1	101	4	-1	11	0.9	2	-27	9
- CN1C(=O)CC(N2CCN(C(=O)CN3CCCC3)CC2)C1=O (stereo unspecified)
 : 1.2	105	-1	-8	0	0.9	x	11	-10
- CCC(=O)Nc1cccc(NC(=O)c2ccc3c(c2)OCO3)c1
 : 1.3	98[fluorescence artefact?]	10	3	-4	0.9	2	-12	13
- CCCn1c(SCc2ccccn2)nc2c1c(=O)n(C)c(=O)n2C
 : 1.1	127	8	1	-8	1.3	x	-17	4
- CCCCn1cnc2c([nH]c3cc(OC)ccc32)c1=O
 : 1.5	107[fluorescence artefact?]	-3	x	-3	0.8	2	x	4
- CCOC(=O)c1oc2ccccc2c1CSc1nnnn1-c1ccc(C)cc1
 : 1	107	0	x	-1	x	1	x	-13
- COc1ccc(OCC(O)Cn2cnc(-c3ccc(Br)cc3)c2)cc1 (stereo unspecified)
 : 1.1	103[fluorescence artefact?]	-29	x	-10	x	2	x	x
- O=C(OCn1nnc2ccccc2c1=O)c1ccc2ncsc2c1
 : 1.2	88	22	-4	19	1	5	2	-3
- Cc1cc2oc(=O)cc(CN3CCCc4ccccc43)c2cc1C
 : 1.2	231*[fluorescence artefact?]	6[fluorescence artefact?]	-3	8[fluorescence artefact?]	1	x	-34	-9
- Cc1cccc(-c2nc(CN3CCCC(C(=O)NC4CCCCCC4)C3)c(C)o2)c1 (stereo unspecified)
 : 1.1	90	-6	x	-7	1.2	2	x	9
- COc1ccccc1Oc1ccc(S(=O)(=O)N2CCOCC2)cc1S(=O)(=O)N1CCOCC1
 : 1.1	112	3	x	4	x	1	x	-8
- CCc1oc(C(=O)O)cc1COC
 : 1.1	85[fluorescence artefact?]	4	0	5	1.2	-1	-15	2
- O=C1CC(Nc2ccc(N3CCOCC3)cc2)C(=O)N1CCc1ccccc1 (stereo unspecified)
 : x	x	x	-8	x	1.1	1	0	-5
- COCCSc1nc2sc3c(c2c(=O)n1-c1ccccc1)CCN(C)C3
 : 1.4	99[fluorescence artefact?]	-1	2	7	1.6	-1	-11	0
- Brc1ccccc1-c1nc(-c2ccccc2)no1
 : x	x	x	-3	x	1	-1	63	-3
- O=C1CC(C(=O)N(c2ccc(F)cc2)C(C(=O)NC2CCCC2)c2ccccn2)CS1 (stereo unspecified)
 : 1.3	98	-9	2	-1	1.6	0	-13	-8
- O=C(CN(C(=O)CCC(=O)Nc1nccs1)c1ccc(F)c(Cl)c1)NCc1ccco1
 : 1.1	105	-4	-10	0	1.2	x	-2	-6
- CCCCCc1c(O)nc(SCC(=O)O)[nH]c1=O
 : 1.2	91	-7	x	-8	x	-1	x	x
- CCC(=O)c1ccc(N2CCCCCC2)c(F)c1
 : 1.4	80	0	2	-5[fluorescence artefact?]	1.2	3	24	11
- Cn1sc(NC(=O)c2ccc(Cl)cc2)nc1=O
 : x	x	x	1	x	1.1	-4	24	-5
- Cc1cc(C)c(C)c(OCc2nc(-c3cccnc3)no2)c1
 : 1.2	104	-4	-5	0[fluorescence artefact?]	0.9	0	-2	5
- CCOC(=O)c1sc(N(C)C)nc1-c1ccccc1
 : 1.2	91	0	x	3	x	2	x	x

Other records follow.
Results follow in this order: MT1-MMP txn act	ERa coact pot	ERa SRC1 inh	CD11b adhes enh	ERb SRC1 inh	PLAP act	FAK inh	Mac1 fbg inh	E coli WT exp
- COc1ccc(NC(=O)CCCC2=NS(=O)(=O)c3ccccc3N2)cc1
 : 1.2	126[fluorescence artefact?]	-4	x	-2[fluorescence artefact?]	x	x	x	x
- CCOc1ccccc1N1C(=O)c2ccc(C(=O)O)cc2C1=O
 : 1.1	106	-8	-2	-3	0.9	-3	2	-1
- CCN1CCN(c2nc3c(c(=O)n(C)c(=O)n3C)n2CCSc2nccc(C)n2)CC1
 : 0.9	119	-9	-1	-9	1.1	-3	-7	4
- O=C(NCc1ccccc1)c1cnsn1
 : 1.1	111	0	1	-9	1.1	-4	-4	9
- CCCCCC(=O)Nc1ccccc1N1CCN(c2ccccc2)CC1
 : 1.2	105	-4	-6	1	1.2	7	3	-3
- O=C(COC(=O)c1cccc(S(=O)(=O)N2CCOCC2)c1)Nc1ccc2c(c1)OCO2
 : 1.1	64[fluorescence artefact?]	38	-7	30[fluorescence artefact?]	0.8	-3	-7	-4
- COC(=O)CSc1nc2cc(C)ccc2cc1C#N
 : 2*	105[fluorescence artefact?]	-10[fluorescence artefact?]	2	-7[fluorescence artefact?]	1	3	-10	-1
- O=C(COc1ccccc1Cl)NCCCN1CCOCC1
 : 1.1	110	2	x	-7	1.3	8	x	1
- CN(Cc1ccccc1)C(=O)C1CCCN(Cc2ccc(Cl)cc2)C1 (stereo unspecified)
 : 1.1	101	5	-3	-3	1.3	-7	24	11
- CCCNC(=O)N1CCN(c2nc(C(C)C)c3c(c2C#N)CC(C)(C)OC3)CC1
 : 1.2	106[fluorescence artefact?]	5	2	-2	1	-1	8	-1
- Cc1c(NC2(c3nnnn3-c3ccc(Br)cc3)CCCCC2)c(=O)n(-c2ccccc2)n1C
 : x	x	x	-5	x	1.4	-1	-1	2
- COc1ccc(-c2csc(C)n2)cc1
 : 1.7	113[fluorescence artefact?]	-4	x	-14	x	-1	x	x
- C=CCn1c(CSc2nc3ccccc3s2)nnc1SCC(=O)NCc1ccccc1
 : 1.1	108	6[fluorescence artefact?]	-4	-3[fluorescence artefact?]	1.5	0	3	-5

2 compounds from above, limited to ERa coact pot.
compound,ERa coact pot
O=C(COc1ccccc1Cl)NCCCN1CCOCC1,110
CN(Cc1ccccc1)C(=O)C1CCCN(Cc2ccc(Cl)cc2)C1 (stereo unspecified),101

Compound activity from PubChem BioAssay.
